# GLP-1R agonist: GLP-1 receptor (human) agonism; P43220; HEK293 GLP-1R CRE-luciferase, luminescence, 4-6 h; cells express a hypersensitive GLP-1R form; Potency, µM (doses to about 45.6 µM), inactives show top-dose activation, actives largely listed as activators; actives 0.007% (n = 380,000); further: potency means the concentration at half of the fitted maximal effect; % of control where 0% means no effect
# EPAC1 antag: antagonists of human EPAC1. EPAC1 GEF assay, Rap1b-BODIPY-GDP exchange fluorescence. O95398. Potency, µM (titrated, usually from 115 µM), for inactives: at the highest dose activity change, negative = inhibition, hits mostly inhibitors. AID 720709. actives 0.14% (n = 360,000);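 further: potency means the concentration at half of the fitted maximal effect; plate controls were vehicle for no effect and positive control for full effect; nearly all actives have a fitted effect of over 50% in size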
# Target sequence (O95398 whole entry, looked up): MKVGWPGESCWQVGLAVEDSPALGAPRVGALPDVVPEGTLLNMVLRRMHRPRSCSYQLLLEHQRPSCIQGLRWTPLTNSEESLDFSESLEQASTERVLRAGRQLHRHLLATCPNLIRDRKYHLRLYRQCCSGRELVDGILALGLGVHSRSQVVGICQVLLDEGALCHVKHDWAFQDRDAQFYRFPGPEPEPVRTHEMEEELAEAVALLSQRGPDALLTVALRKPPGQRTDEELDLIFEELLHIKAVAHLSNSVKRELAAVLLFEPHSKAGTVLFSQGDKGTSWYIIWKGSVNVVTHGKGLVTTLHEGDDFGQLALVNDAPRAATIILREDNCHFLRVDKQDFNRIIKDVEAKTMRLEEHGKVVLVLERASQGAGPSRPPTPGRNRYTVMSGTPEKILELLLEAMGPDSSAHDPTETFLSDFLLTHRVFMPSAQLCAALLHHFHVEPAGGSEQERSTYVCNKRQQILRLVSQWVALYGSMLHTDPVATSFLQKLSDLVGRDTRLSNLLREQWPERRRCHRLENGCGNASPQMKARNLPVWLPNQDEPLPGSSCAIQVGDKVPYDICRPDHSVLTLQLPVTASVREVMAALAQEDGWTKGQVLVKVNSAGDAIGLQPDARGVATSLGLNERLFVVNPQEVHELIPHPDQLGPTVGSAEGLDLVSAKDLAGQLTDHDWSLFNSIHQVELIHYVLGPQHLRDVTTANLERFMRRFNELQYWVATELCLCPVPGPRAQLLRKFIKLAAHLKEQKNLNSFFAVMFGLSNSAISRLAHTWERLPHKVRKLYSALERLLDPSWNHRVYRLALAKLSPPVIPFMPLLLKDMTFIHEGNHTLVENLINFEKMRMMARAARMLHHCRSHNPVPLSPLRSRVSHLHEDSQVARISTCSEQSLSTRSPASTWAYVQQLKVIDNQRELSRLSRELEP
# HEK293 tox: cytotoxicity counter-screen for GLP-1 receptor inverse agonists; HEK293 cAMP-luciferase reporter cells, luminescence, 24 h; Potency, µM (highest dose often 38.3 µM), for inactives: top-dose activity change, negative = inhibition, most hits filed as inhibitors; actives 0.13% (n = 410,000);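 further: loss of luciferase light is scored as toxicity; potency means the concentration at half of the fitted maximal effect; on the % scale 0 is the no-effect control and ±100 the full control effect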
#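 MLSMR compounds, 24 hr on cells at 37 deg C/5% CO2; luminescence after luciferase reagent (12 min RT). Inhibition counted as the undesired cytotoxic outcome.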
# EPAC1 ag: activates human EPAC1 exchange factor; EPAC1 agonist qHTS, biochemical assay; response scale: 100% = response to 6.5 mM cAMP; Potency, µM (series often up to 154 µM), for inactives: at the highest dose activation, actives largely listed as activators; actives 0.073% (n = 360,000); AID 720707; further: potency means the concentration at half of the fitted maximal effect; nearly all actives have a fitted effect of over 60% in size
#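 Nucleotide exchange assay: 100 nM EPAC1 with 250 nM Rap1B loaded with BODIPY-GDP and 50 uM GDP, room temperature. Fluorescence (480/540 nm) read every 5 min for 30 min; signal change normalized to 6.5 mM cAMP as full agonist.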
# PI5P4K alpha inh: blocks human PI5P4K alpha kinase activity. max response, %. actives 1.2% (n = 330,000). PI5P4Kalpha enzyme, ADP-Glo luminescence, 60 min; stronger effect = lower value; active means max response of -50% or lower; inconclusive means between -30% and -50%; inactive means -30% or higher; further: value at the top dose of about 77 µM; on the % scale 0 is the no-effect control and ±100 the full control effect
#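 Compounds were pin-transferred onto PI5P4Kalpha and substrate in HEPES pH 7.4 buffer with EGTA, CHAPS and 5% DMSO. ATP (5 microM final) started the reaction, which ran 60 minutes at room temperature before ADP-Glo detection.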
# PTHR1 ag: agonists of human PTHR1 parathyroid hormone receptor. Potency, µM (doses to about 115 µM), for the others: at the highest dose activation, most hits filed as activators. HEK293 GP2 PTHR1 cells, GloSensor cAMP luminescence, 1 h. actives 0.075% (n = 410,000). AID 743266; further: potency means the concentration at half of the fitted maximal effect; nearly all actives have a fitted effect of over 55% in size; some results filed as inactive show a strong effect at the top dose; inactives centre near -15; many of its hits are not listed in these tables
#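 HEK-293-derived GP2 cells expressing PTHR1 and a GloSensor cAMP reporter, 3,000/well, plated overnight, given luciferin plus IBMX (each 0.5 mM as added) for 1 h at 37 °C, then compound for 1 h at 37 °C. Luminescence was read after 15 min at room temperature.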
# PLK1 PBD block: inhibitors of human PLK1 polo-box domain binding; P53350; Plk1 PBD binding of FITC phosphopeptide, fluorescence polarization; Potency, µM, without a hit: max response, negative = inhibition, actives largely listed as inhibitors; actives 2.8% (n = 360,000); AID 720504; further: potency means the concentration at half of the fitted maximal effect; series mostly up to about 57 µM; on the % scale 0 is the no-effect control and ±100 the full control effect; nearly all actives have a fitted effect of over 65% in size
# GLP1R inv ag: inverse agonists of human GLP-1 receptor | HEK293 GLP-1R CRE-luciferase, luminescence, 24 h; GLP-1R form is constitutively active | Potency, µM (doses to about 38.3 µM), for the others: top-dose activity change, negative = inhibition, most hits filed as inhibitors | actives 1.6% (n = 410,000) | P43220; further: potency means the concentration at half of the fitted maximal effect; on the % scale 0 is the no-effect control and ±100 the full control effect; nearly all actives have a fitted effect of over 55% in size
#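 GLP-1R inverse agonism mode: basal reporter luminescence in engineered HEK293 cells measured after one day of compound exposure at 37 deg C, with a 12 min room-temperature detection step.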
# IL-2 act: activates IL-2 in a cell-based reporter assay | IL-2 activation reporter assay, cell-based qHTS; stimulated with anti-CD3/CD4/CD28 beads; in transgenic mouse T cells | activation, % (series mostly up to about 46 µM) | actives 0.065% (n = 360,000) | AID 652025; in the data active means activation above about 50%; inconclusive means mostly about 30% to 49%; further: 0% is about no effect
#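 Readout is EGFP and DsRed signal by fluorescent plate cytometry after 18 h at 37 degrees C. Transgenic mouse T cells (750/well) received compound for 60 min before bead stimulation (anti-CD3, anti-CD4, anti-CD28); memory T cells served as non-tolerant control.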
# Numbers without * were called inactive; i = inactive; ? = inconclusive; / = not tested or not shown; [ ] = dose if it differs, or a comment. Unless noted, the call rests on the fitted dose curve; in most records, active means well fitted curve in the direction sought with a large enough effect; inconclusive means small, poorly fitted or top-dose-only effect, or another doubt; inactive means no such curve, though single readings can be large; an effect the other way counts as inactive or inconclusive. This is a subset; the hit share may differ from the screen's.
no. | SMILES | GLP-1R agonist | EPAC1 antag | HEK293 tox | EPAC1 ag | PI5P4K alpha inh
1 | COc1ccccc1NC(=O)N(CCN1CCOCC1)Cc1cc2cc(C)cc(C)c2[nH]c1=O | 9% | -3% | 6% | 3% | 0
2 | CCOC(=O)c1sc(/N=C/N(C)C)nc1C | 11% | -9% | 5% | -12% | 3
3 | Cc1ccc(-n2c(-c3cnccn3)n[nH]c2=S)c(Br)c1 | -1% | -4% | -3% | -8% | 0
4 | Cc1cccc(C)c1OCC(=O)Nc1ccccc1C(F)(F)F | 14% | -7% | 1% | -12% | 18
5 | COc1ccc(C2CC(c3ccccc3OC(C)=O)=NN2C(C)=O)cc1 (stereo not drawn) | -2% | 10% | 8% | -4% | 0
6 | O=C(CN1CCCc2ccccc21)N/N=C/c1ccc(O)cc1O | -12% | -11% | 0% | 6% | -16
7 | COc1ccc(OC)c(C(=O)COC(=O)c2cccnc2SC)c1 | 30% | -20% | 1% | 5% | 5
8 | CC(NS(=O)(=O)c1ccc2c(c1)C(C)(C)C(=O)N2C)c1ccccc1 (stereo not drawn) | -1% | 0% | -2% | 14% | 0
9 | COCCN(C(=O)c1csnn1)C(C(=O)NC1CCCCC1)c1sccc1C (stereo not drawn) | 1% | -2% | -8% | 1% | -2
10 | Clc1nnc(NN=C2CCCC2)c2ccccc12 | 25% | -13% | -9% | 8% | 3
11 | CCCC(c1nnnn1C1CCCC1)N1CCN(c2ccccc2F)CC1 (stereo not drawn) | 3% | -14% | 3% | 7% | -5
12 | COc1cccc(OCc2ccc(C(=O)NCC3CCCO3)cc2)c1 (stereo not drawn) | 1% | -6% | 4% | -3% | 2
13 | O=C1c2cccc3cccc(c23)C(=O)N1CCc1ccccc1 | 23% | -16% | 4% | 3% | 7
14 | Cn1nc(C(C)(C)C)cc1C(=O)N1CCCCC1c1cc(C(=O)Nc2cccc(C#N)c2)no1 (stereo not drawn) | 0% | -5% | -1% | -10% | 1
15 | Cn1c(=O)c2cc(NC(=O)Cc3ccccc3F)ccc2n1C/C=C/c1ccccc1 | 0% | -28% | -8% | 2% | 3

no. | PTHR1 ag | PLK1 PBD block | GLP1R inv ag | IL-2 act
1 | -5% | -5% | 6% | -2.6
2 | i | -2% | 41%[activator] | 2.2
3 | i | 1% | 11% | -4.9
4 | i | 4% | ? | -3.5
5 | -51%[inhibitor] | -19% | ? | -0.4
6 | -10% | -17% | ? | -0.7
7 | i | 4% | 9% | -0.2
8 | -6% | -3% | 20% | 1.1
9 | i | -10% | 7% | 0.0
10 | -5% | -18% | 6% | -2.7
11 | i | ? | ? | 0.0
12 | -47%[inhibitor] | -19% | -8% | 3.6
13 | -33%[inhibitor] | -3% | 1% | -0.7
14 | -35% | 4% | 10µM* | -0.4
15 | -12% | 2% | -2% | 0.4

# An excerpt of these results, as labelled records.
13. O=C1c2cccc3cccc(c23)C(=O)N1CCc1ccccc1
  GLP-1R agonist: 23%
  EPAC1 antag: -16%
  HEK293 tox: 4%
  EPAC1 ag: 3%
  PI5P4K alpha inh: 7
  PTHR1 ag: -33%[inhibitor]
  PLK1 PBD block: -3%
  GLP1R inv ag: 1%
  IL-2 act: -0.7

14. Cn1nc(C(C)(C)C)cc1C(=O)N1CCCCC1c1cc(C(=O)Nc2cccc(C#N)c2)no1 (stereo not drawn)
  GLP-1R agonist: 0%
  EPAC1 antag: -5%
  HEK293 tox: -1%
  EPAC1 ag: -10%
  PI5P4K alpha inh: 1
  PTHR1 ag: -35%
  PLK1 PBD block: 4%
  GLP1R inv ag: 10µM*
  IL-2 act: -0.4

15. Cn1c(=O)c2cc(NC(=O)Cc3ccccc3F)ccc2n1C/C=C/c1ccccc1
  GLP-1R agonist: 0%
  EPAC1 antag: -28%
  HEK293 tox: -8%
  EPAC1 ag: 2%
  PI5P4K alpha inh: 3
  PTHR1 ag: -12%
  PLK1 PBD block: 2%
  GLP1R inv ag: -2%
  IL-2 act: 0.4

# Additional structures
no. | SMILES | GLP-1R agonist | EPAC1 antag | HEK293 tox | EPAC1 ag | PI5P4K alpha inh
16 | CCOc1ccc(C(=O)c2ccccc2C(=O)O)cc1OCC | 14% | 0% | 6% | -1% | 1
17 | CCOc1cc(C)c(Cl)cc1S(=O)(=O)N(C)C | 5% | -8% | 0% | 9% | 7
18 | CCOC(=O)Cc1c(C)nc2c(-c3ccc(Cl)cc3)c[nH]n2c1=O | -8% | -5% | 10% | -15% | 1
19 | NS(=O)(=O)c1cccc(NS(=O)(=O)c2ccc(/C=C/C(=O)O)cc2)c1 | 4% | -29% | 9% | 7% | 3
20 | COc1ccc(Cc2nnc(NC(=O)Cc3cccs3)s2)cc1OC | -6% | -18% | 4% | -3% | -92*
21 | CCC(=O)N1CCN(c2ccccc2NC(=O)Cc2ccccc2)CC1 | 0% | -16% | 20% | -3% | 3
22 | NS(=O)(=O)c1cccc(NC(=O)CCSc2ccccc2Cl)c1 | 18% | 0% | -4% | 0% | 8
23 | Cc1cc(Nc2cccc(Cl)c2)nc2ccc(NC(=O)Cc3cccc(C(F)(F)F)c3)cc12 | -10% | / | ? | / | /
24 | Cc1cc2[nH]c(=O)cc(-c3ccccc3)n2n1 | -4% | -9% | 2% | 8% | 2
25 | O=S1(=O)CC(N2CCCC2)CN1Cc1ccccc1 (stereo not drawn) | -2% | 3% | 7% | -2% | -1
26 | CCOC(=O)C1CCN(C(=O)c2ccc(C)c(S(=O)(=O)N3CCCC3)c2)CC1 | 18% | 7% | -6% | -12% | 9
27 | CSc1ccc(CN(C)C(=O)CN2C(=O)NC3(CCCC3)C2=O)cc1 | -2% | 9% | -1% | 0% | -5
28 | CCSc1ncc(Cl)c(C(=O)Nc2ccccc2)n1 | 6% | -1% | -1% | -3% | 3
29 | CC(C)(C)NS(=O)(=O)c1ccc(NC(=O)Cc2ccccc2[N+](=O)[O-])cc1 | 14% | -6% | 0% | -4% | 0
30 | O=C(COc1ccccc1)NCC(c1ccco1)N1CCN(c2ccccc2)CC1 (stereo not drawn) | 4% | 5% | 10% | 9% | 0

no. | PTHR1 ag | PLK1 PBD block | GLP1R inv ag | IL-2 act
16 | -2% | -4% | 12% | -1.8
17 | -9% | -6% | -17% | 0.3
18 | i | -20% | ? | -3.9
19 | -4% | -16% | -5% | -3.0
20 | i | ? | 47%[activator] | 1.2
21 | -26%[57.5 µM] | -8% | 1% | -0.2
22 | -17% | -29% | 25% | -0.3
23 | -12% | / | 4µM* | /
24 | -1% | -10% | 10% | -0.5
25 | -16% | -13% | 19% | 0.3
26 | i | 3% | 1% | -0.9
27 | -26% | 3% | 19% | -2.8
28 | -9% | -5% | ? | -4.3
29 | i | -1% | 10% | -2.4
30 | -18% | -14% | ? | -4.4

# Later entries:
no. | SMILES | GLP-1R agonist | EPAC1 antag | HEK293 tox | EPAC1 ag | PI5P4K alpha inh
31 | O=C1CC(c2nc3ccccc3[nH]2)CN1c1cccc(C(F)(F)F)c1 (stereo not drawn) | -2% | -7% | -28% | -11% | 8
32 | COc1ccc(NC(=O)Nc2ccc3c(c2)C(=O)N([C@H](C)CO)C[C@H](C)[C@@H](CN(C)S(=O)(=O)c2ccccc2)O3)cc1 | 0% | ? | -9% | 6% | -2
33 | COc1ccc(NC(=O)CCn2ccnc2)c(OC)c1 | 10% | -16% | -17% | 16% | 1
34 | C=CCN(CC=C)S(=O)(=O)c1ccc(NC(=S)NC(=O)Cc2ccc(OC)cc2)cc1 | -5% | -23% | 4% | 2% | /
35 | CCN(C(=O)c1cc2c(=O)n3cccc(C)c3nc2n1CCCOC)C1CCCCC1 | ? | 4% | 124%[activator] | 3% | 2
36 | Cc1ccc(NC2OC(CO)C(O)C2O)cc1[N+](=O)[O-] (stereo not drawn) | -8% | 20% | -10%[1.53 µM] | 8% | -26
37 | CCOC(=O)N1CCN(C(=O)C(=O)Nc2sc3c(c2C#N)CC(C)(C)OC3)CC1 | -1% | -3% | -2% | -7% | -6
38 | CC1CCc2nc(NC(=O)c3ccco3)sc2C1 (stereo not drawn) | -13% | -13% | 2% | 0% | 5
39 | COc1ccc(OCc2cn(CC(=O)c3ccc(O)cc3)nn2)cc1 | 2% | -17% | 1% | 6% | -5
40 | O=C(N/C(=C/C=C/c1ccccc1)C(=O)N1CCOCC1)c1ccccc1Cl | 12% | 0% | 11% | 15% | -3
41 | O=C(Nc1ccc2c(c1)OCO2)c1ccc(Cl)c(S(=O)(=O)N2CCOCC2)c1 | -3% | -3% | 8% | 8% | -14
42 | O=C(CSc1nnc(-c2ccncc2)o1)Oc1ccccc1 | -10% | -7% | -1% | 0% | 12
43 | COCc1n[nH]c(=S)n1-c1ccccc1 | 1% | -12% | 9% | 9% | 6
44 | NC(=O)CCn1c(C(=O)c2cccc([N+](=O)[O-])c2)c2ccccc2[n+]1[O-] | -3% | 3% | ? | -21% | -9
45 | COC(=O)c1cn(NC(=O)CC2CCCCC2)c(=O)c2ccccc12 | 7% | 2% | -13% | -1% | -2
46 | COc1ccc(-n2c(Cc3cccn3C)nnc2SCC(=O)N2CCOCC2)cc1 | 2% | -7% | -5% | -3% | 0

no. | PTHR1 ag | PLK1 PBD block | GLP1R inv ag | IL-2 act
31 | -41% | 2% | ? | -2.0
32 | -41% | -22% | 1% | 6.7
33 | -16% | -19% | -4% | -0.1
34 | -22%[57.5 µM] | -7% | ? | -2.3
35 | -26% | -16% | ? | -3.6
36 | i | -7% | 10% | 0.0
37 | -10% | -23% | 1% | -2.9
38 | -25%[57.5 µM] | -18% | ? | -2.5
39 | i | -1% | -2% | 0.0
40 | -26% | 0% | -22% | 1.2
41 | -28% | 0% | -16% | -3.2
42 | i | -10% | ? | 0.3
43 | i | -13% | 5% | -1.9
44 | i | -4% | 17% | -0.6
45 | -53%[inhibitor][57.5 µM] | -1% | -8% | -2.8
46 | -10% | -7% | 14% | -2.1

# Compound activity as filed in PubChem.
